High-throughput results deposited in PubChem BioAssay by Broad Institute.
GSIS activator: GLuc luminescence reporter in INS-1E cells, primary screen for activators of glucose-dependent secretion of insulin; activation, % at 16.6 µM; INS-1E GLuc reporter insulin secretion, 2-3 h; AID 743287; 370,000 tested, 0.61% active;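 active means lowest replicate activation of at least 40%, so every replicate reaches that level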;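 further: 0% = median of neutral control wells and 100% = median of IBMX positive control wells; some compounds called inactive have numbers as strong as hits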
DENV2 CPE: protects cells from dengue virus 2 cytopathic effect; DENV2-infected cells, cytopathic effect rescue, plate reader; CPE inhibition, % at 9.99 µM; 350,000 tested, 1.7% active; AID 651640; in the data active means CPE inhibition above about 20%, passing the limit was not always enough; inconclusive means no clear call, values can overlap the other calls; tested in BHK-21 cells;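 further: 0% = median of neutral control wells and 100% = median of positive control wells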
RAD52 inh: RAD52 (human) annealing inhibition. inhibition, % at 18.7 µM. recombinant RAD52 DNA annealing, FRET fluorescence. AID 651710. P43351. 360,000 tested, 0.46% active;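 active means every replicate showing at least 50% inhibition; inconclusive means mean inhibition at least 50% but not in every replicate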
Casp6 inh: inhibitors of human caspase-6; 350,000 tested, 0.53% active; inhibition, % at 12.5 µM; P55212; purified caspase-6, Z-VEID-R110 cleavage fluorescence;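 active means mean inhibition across replicates at least about 35%, with every replicate also reaching that limit, limit read from the data; inconclusive means only one of the two criteria met; inactive means neither criterion met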;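 further: 0% = median of neutral control wells and 100% = no fluorescence left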
Target sequence (P55212 24-179 limits assumed): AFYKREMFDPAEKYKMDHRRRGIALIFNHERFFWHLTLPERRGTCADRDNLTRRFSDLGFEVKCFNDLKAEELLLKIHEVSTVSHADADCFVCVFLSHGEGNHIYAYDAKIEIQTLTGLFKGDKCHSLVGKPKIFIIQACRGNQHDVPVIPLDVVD
Target sequence (P55212 194-293 limits assumed): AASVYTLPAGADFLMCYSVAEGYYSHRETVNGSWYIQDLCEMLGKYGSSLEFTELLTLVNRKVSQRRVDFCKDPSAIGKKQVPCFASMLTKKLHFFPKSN
Xi reactivation: X-chromosome reactivation activator; activation, % at 7.58 µM; AID 743238; 360,000 tested, 0.055% active; XiGFP mouse fibroblasts, % GFP-positive cells imaging, 3 d; cells co-treated with 5-aza-dC sensitizer; scaled so ellipticine positive control = 100%;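 active means mean normalized replicate activation at least 10% and every replicate at or above 10%; inconclusive means only one of the two criteria met; inactive means mean below 10% and not all replicates reach 10%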;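 further: 0% = median of on-plate neutral control wells and 100% = ellipticine 6 µM median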
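Material: SV40-immortalized XiGFP fibroblast cells, line 68-5-11 | Buffer or medium: DMEM containing 5-aza-dC | Dosing: One concentration, pinned | Times: 3 d treatment, 15 min room-temperature fixation | Controls: Ellipticine 6 µM positive control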
RAD54 inh: RAD54 (human) branch migration inhibition | Q92698 | RAD54 Holliday junction branch migration, FAM/BHQ fluorescence | inhibition, % at 10.4 µM | 360,000 tested, 0.14% active | AID 602329;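 active means mean normalized replicate activity at least 40 and at least half of replicates scoring 40 or more; inconclusive means only one of the two criteria met; inactive means mean below 40 and under half of replicates reaching 40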;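 further: 0% = median of neutral control wells and 100% = median of positive control wells; inhibitors cause a drop in the FAM fluorescence signal; in these data hits start at about 50%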
E-sel inducer: induces E-selectin expression in human endothelial cells; P16581; HUVEC E-selectin immunofluorescence imaging; normalized: neutral wells 0, TNF-alpha wells 100; activation, % at 7.58 µM; 260,000 tested, 0.37% active; AID 686992;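 active means mean E-selectin-positive cell signal at least 10% of the positive control, reached in at least 60% of replicates, without over 20% cell loss; inconclusive means no rule given, readout overlaps actives, possibly toxicity-flagged; inactive means the rest, including those meeting only one limit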;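 further: in these data hits start at about 27%; measured in HUVEC primary endothelial cells; signal is the percent of cells scored E-selectin positive by PE staining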
Target sequence (P16581 whole entry, looked up): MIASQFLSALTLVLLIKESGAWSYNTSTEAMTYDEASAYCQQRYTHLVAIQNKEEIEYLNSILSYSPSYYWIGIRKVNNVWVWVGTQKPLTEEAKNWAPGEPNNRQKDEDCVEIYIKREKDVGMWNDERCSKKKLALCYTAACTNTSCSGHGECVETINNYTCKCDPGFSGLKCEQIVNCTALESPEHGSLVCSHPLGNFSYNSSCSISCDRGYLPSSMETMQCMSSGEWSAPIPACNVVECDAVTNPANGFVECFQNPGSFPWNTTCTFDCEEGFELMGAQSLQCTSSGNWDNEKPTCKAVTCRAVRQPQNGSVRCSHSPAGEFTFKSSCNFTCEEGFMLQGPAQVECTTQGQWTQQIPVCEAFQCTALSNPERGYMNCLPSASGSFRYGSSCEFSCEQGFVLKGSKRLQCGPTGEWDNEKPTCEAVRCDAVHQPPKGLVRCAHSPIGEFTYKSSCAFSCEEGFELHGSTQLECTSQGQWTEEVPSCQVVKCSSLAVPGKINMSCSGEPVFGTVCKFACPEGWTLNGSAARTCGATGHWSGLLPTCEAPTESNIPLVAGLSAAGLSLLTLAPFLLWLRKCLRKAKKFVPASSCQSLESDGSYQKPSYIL
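Test system – human umbilical vein endothelial cells (HUVEC), E-selectin induction · Input – 3,000 HUVEC seeded per well · Buffer or medium – EGM-2, gelatin · Compound dosing – single-point compound dose · Detection – immunofluorescence imaging · Measure – percent E-selectin-positive cells · Controls – TNF-alpha high, DMSO low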
F508del corr: CFTR F508del correction in bronchial cells; AID 720511; 350,000 tested, 0.36% active; CFBE cells, YFP halide quenching; stimulated with forskolin plus potentiator P3; % fluorescence drop versus neutral controls; activity (quench increase), % at 7.58 µM;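 active means mean added fluorescence quench of at least 8% versus neutral control, with both replicates also reaching 8%; inconclusive means only one of the mean or replicate conditions met; inactive means mean below 8% and not both replicates reaching 8%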;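 further: cells transiently co-express mutant CFTR-F508del with the halide-sensitive YFP; corrector assay measuring rescue of mutant channel to the surface after 24 h compound exposure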
An asterisk follows results filed as active; ? = inconclusive; / = not tested or not shown. Compounds were not picked by outcome; overall some 3.7% were active at least once.

SMILES	GSIS activator	DENV2 CPE	RAD52 inh	Casp6 inh	Xi reactivation	RAD54 inh	E-sel inducer	F508del corr
CC(C)NC(=O)C1(C)CSCC(=O)N1Cc1cccc(C(F)(F)F)c1 (centres undefined)	-11	-2	4	-2	0.0	/	1.5	-2.6
CCOC(=O)C1(C)CCCN1C(=O)c1cccs1 (centres undefined)	1	6	-1	0	0.1	13	-0.1	-1.7
Clc1ccc(-c2ccc(C=Nc3ccc(N4CCOCC4)cc3)o2)cc1	4	16	-4	0	0.1	-18	-0.3	/
O=C(CCN1CCOCC1)NNC(=O)Nc1cccc(Cl)c1	0	0	-20	-1	0.6	11	-0.5	0.0
O=C(c1ccccc1)N1[C@H](CO)[C@@H](c2ccccc2)C12CN(Cc1nccs1)C2	0	27*	1	5	0.0	/	0.2	-0.1
CCN(CCNS(=O)(=O)c1ccc2c(c1)oc(=O)n2C)c1ccccc1	-8	-5	-14	-2	0.0	-9	/	-2.7
COC(=O)C1=C(C)NC(C)=C(C(=O)OC)C1C(=O)OCC(=O)c1ccc(Br)cc1	2	9	-3	4	0.6	-5	-0.1	2.0
CCCNC(=O)[C@@]1(c2ccc([N+](=O)[O-])cc2)CC(=O)N(CC23CC4CC(CC(C4)C2)C3)[C@@H]1c1ccc(CO)cc1I	/	-11	3	-1	/	0	/	-1.0
C[C@H]1CCCCO[C@@H](CN(C)Cc2ccc(C(F)(F)F)cc2)[C@@H](C)CN([C@@H](C)CO)C(=O)c2cc(NS(=O)(=O)c3ccccc3)ccc2O1	-26	0	47	2	0.4	-1	-0.1	-0.1
O=C1NC2(CCCCO2)CO1 (centres undefined)	3	-2	-14	/	0.0	6	-0.1	-3.8
COc1ccc(C(=O)NCC(C)NC(=O)c2ccc(OC)cc2)cc1 (centres undefined)	-6	-6	-14	-1	0.0	/	-0.2	1.3
O=C(COC(=O)c1ccccc1F)Nc1ccc(S(=O)(=O)N2CCOCC2)cc1	/	3	-21	-3	0.0	8	-0.1	-0.8
CCOC(=O)c1c(O)c2ccccc2n(C)c1=O	9	-3	-12	-2	0.1	-5	0.0	-2.7
Cc1c(C(=O)N2CCCc3ccccc32)oc2ccccc12	17	3	-7	/	0.1	3	/	-1.9
CC1CCCCC1NS(=O)(=O)c1ccc2c(c1)CC(=O)N2C (centres undefined)	-4	2	-4	6	0.2	10	/	-2.5
COc1ccc(C(=O)Nc2cnc3ccccn3c2=O)cc1	-8	8	8	1	-0.1	/	/	-0.1
COc1cccc(CN2CC(C(=O)NCCCn3cccn3)CCC2=O)c1 (centres undefined)	6	?	-2	0	0.0	8	1.9	-5.6
Cc1cc(C(=O)Nc2cccc3c2O[C@@H](CN(C)Cc2ccc(C(=O)Nc4ccccc4N)cc2)[C@@H](C)CN([C@H](C)CO)C3=O)n(C)n1	12	13	-7	-2	-0.7	2	-0.9	5.5
O=C(NCc1ccccn1)c1cc2c(ccc3ccccc32)oc1=O	-11	0	-10	0	0.0	9	/	1.5
C[C@@H]1CCCCO[C@H](CN(C)C)[C@H](C)CN([C@H](C)CO)C(=O)c2cc(NS(=O)(=O)c3ccccc3)ccc2O1	3	/	/	/	0.0	/	0.9	-2.0
O=S(=O)(c1cnc(Cl)c(Cl)c1)N1CCc2ccccc21	-13	57*	-12	3	0.1	2	/	-2.3
O=C(C[C@@H]1CC[C@H]2[C@@H](COC[C@H](O)CN2C(=O)c2ccccc2F)O1)N1CCOCC1	3	-6	-7	-2	0.0	4	0.1	2.6
CCOC(=O)CSc1nc(N)nc(C)c1Cl	15	4	-46	3	0.0	/	/	-0.9
CC(C)C[C@H](NC(=O)[C@@H]1O[C@H]1C(=O)O)C(=O)NCCCCN=C(N)N	12	-2	0	-5	0.1	4	1.0	3.8
COc1cccc(C#Cc2ccc3c(c2)O[C@@H](CN(C)C(C)=O)[C@H](C)CN([C@H](C)CO)S3(=O)=O)c1	-14	0	3	-2	-1.5	-4	-0.6	1.9
COc1cccc(S(=O)(=O)Nc2ccc3c(c2)[C@H]2C[C@H](CC(=O)O)O[C@@H](CO)[C@H]2O3)c1	1	0	-8	-1	0.9	2	0.0	-4.5
CSc1ccccc1NC(=O)Cn1c([N+](=O)[O-])cnc1C	38	?	-6	3	0.0	6	0.0	-0.7
C[C@H]1CN([C@@H](C)CO)C(=O)c2cc(-c3ccncc3)cnc2O[C@@H]1CN(C)C(=O)CN1CCOCC1	1	0	-2	1	0.1	-7	-0.1	-1.2
CC(=O)N1CCN(Cc2nc3cc(Cl)ccc3c(=O)[nH]2)CC1	4	-4	-8	4	0.1	-1	0.9	2.1
COc1cc(Cl)c(C)cc1NC(=O)CSc1ccccc1	0	6	-8	2	0.1	/	/	/
CCC(=O)N1[C@H](CN(CC)C(=O)c2ccc(F)cc2)[C@H](c2ccccc2)[C@@H]1CO	-2	2	-11	-1	0.0	7	0.0	0.9
CC(=O)Nc1cc(-c2cccc(C(=O)NCCN(C)C)c2)cn2c(-c3ccc(F)c(Cl)c3)cnc12	/	8	41	-58	-0.1	17	2.0	0.9
O=C(NCCCN1CCOCC1)c1ccc2nc(Cc3cccc(Cl)c3)oc2c1	16	-5	-8	-5	0.3	-2	-2.8	-2.2
C[C@@H]1CN([C@H](C)CO)C(=O)c2cc(NC(=O)NC3CCCCC3)ccc2O[C@H]1CN(C)Cc1ccc(Cl)c(Cl)c1	10	18	-2	5	1.9	7	0.5	-1.4
CCC(=O)N1C[C@@H](O)COC[C@H]2O[C@H](CC(=O)NCc3ccc(Oc4ccccc4)cc3)CC[C@@H]21	-1	1	-24	0	6.6	-18	3.1	-0.7
COc1cccc(CNC(=O)[C@@H]2[C@@H](CO)[C@@H]3Cn4c(cccc4=O)[C@H]2N3C(=O)C2CCCCC2)c1	12	5	-5	1	0.0	5	0.0	/
CCC(CO)Oc1cc(NCc2ccc(OC)cc2)c2ncn(C(C)C)c2c1 (centres undefined)	-15	-18	-79	-1	1.6	0	0.3	-0.3
COc1ccc(NC(=O)Nc2ccc3c(c2)C(=O)N([C@H](C)CO)C[C@H](C)[C@@H](CN(C)S(=O)(=O)c2ccc(C)cc2)OCCCC[C@@H](C)O3)cc1	-6	-1	2	-3	0.1	-15	-0.2	-0.7
Oc1ccc(NCc2cccc(OCc3ccc(F)cc3)c2)cc1	-6	-3	-1	38*	-0.1	/	/	-0.3
COc1ccc2c3c(n(C)c2c1)[C@@H](CO)N(S(C)(=O)=O)CC31CCN(Cc2cccnc2)CC1	11	-5	9	1	0.2	/	0.4	-0.1
O=C(Nc1cccc(Cl)c1)c1cccc(N2C(=O)C3CC=CCC3C2=O)c1 (centres undefined)	-9	1	-10	35*	0.0	9	0.1	1.8
CCc1noc(C)c1C(=O)Nc1ccc(C(F)(F)F)cc1	-9	-9	-14	26	0.0	4	-0.4	-0.7
COc1cccc(S(=O)(=O)N[C@@H]2CC[C@@H](CC(=O)NC3CCC3)O[C@@H]2CO)c1	13	-5	5	-2	0.3	-7	0.0	2.1
C/C(=N/NS(=O)(=O)c1ccc(Br)cc1)c1cccc(NC(=O)C2CC2)c1	/	-1	-13	3	0.0	-12	0.0	-5.6
COc1cccc(/C=C2\SC(=S)N(C(C(=O)O)c3ccccc3)C2=O)c1OC (centres undefined)	7	-1	-7	4	0.1	-7	0.1	0.3
CC(O)(c1cccc(F)c1)c1nc(-c2ccc3c(c2)OCO3)cs1 (centres undefined)	-5	-6	1	5	-0.1	3	0.1	-5.0
CCCNC(=O)N1[C@H](C#N)[C@@H](c2ccc(-c3ccccc3F)cc2)[C@@H]1CO	-6	1	-21	0	0.3	-5	0.5	-0.3
Nc1ncc(Br)cc1S(=O)(=O)NCCC(=O)N1CCN(c2ccccn2)CC1	2	6	0	-7	0.1	-9	/	0.0
CN(C(=S)NC(=O)/C=C/c1ccc(F)cc1)C1CCCCC1	-16	0	-13	-2	-0.1	/	-0.9	/
CN(Cc1ccco1)C(=O)C1CCC(=O)N(CCc2cccc(F)c2)C1 (centres undefined)	12	-4	4	4	0.0	6	0.0	-1.1
(list continues)
SMILES	GSIS activator	DENV2 CPE	RAD52 inh	Casp6 inh	Xi reactivation	RAD54 inh	E-sel inducer	F508del corr
N#Cc1ccc(C(C(=O)NCc2ccccc2)n2c(=O)c(-c3ccco3)nc3ccccc32)cc1 (centres undefined)	-9	10	-25	1	0.1	/	0.5	-1.2
CCCc1cn(CC[C@@H]2CC[C@H](NC(=O)C3CCC3)[C@H](CO)O2)nn1	-4	1	-4	1	0.9	-12	0.5	-0.5
Nc1nc2c(ncn2C2CCCC2)c(=O)[nH]1	47	4	-8	0	-0.2	9	2.0	1.9
O=C(CC(O)(c1ccccc1)C(F)(F)C(F)F)c1cccs1 (centres undefined)	-8	/	-16	4	/	-8	/	/
Cc1ccc(C(=O)NC(C(=O)Nc2ccccc2)c2ccccc2)cc1 (centres undefined)	-6	4	-2	-1	0.0	5	/	1.1
CCn1c(SCC(=O)Nc2cccc(F)c2)nc2c(c1=O)SC(C)C2 (centres undefined)	-20	-2	-69	-2	0.3	0	0.2	0.4
O=C(NC1CCCCC1)N1CC(=O)N2[C@@H](CO)[C@@H](c3ccc(C4=CCCC4)cc3)[C@@H]2C1	9	16	-11	0	0.0	/	0.5	-0.8
CC(C)C1C(=O)N(Cc2cn(Cc3ccco3)nn2)CCS(=O)(=O)N1Cc1ccc(-c2cccc(N(C)C)c2)cc1 (centres undefined)	16	-2	-40	-4	0.3	/	-0.3	1.3
COc1cccc(N2CCN(C(=O)CCC(=O)c3ccc(Cl)s3)CC2)c1	-29	0	-29	-1	-0.1	1	-1.2	3.0

Laid out differently: 6 of the compounds above
Under each structure – GSIS activator	DENV2 CPE	RAD52 inh	Casp6 inh	Xi reactivation	RAD54 inh	E-sel inducer	F508del corr
CCCNC(=O)N1[C@H](C#N)[C@@H](c2ccc(-c3ccccc3F)cc2)[C@@H]1CO
 : -6	1	-21	0	0.3	-5	0.5	-0.3
CC(C)C1C(=O)N(Cc2cn(Cc3ccco3)nn2)CCS(=O)(=O)N1Cc1ccc(-c2cccc(N(C)C)c2)cc1 (centres undefined)
 : 16	-2	-40	-4	0.3	/	-0.3	1.3
Cc1ccc(C(=O)NC(C(=O)Nc2ccccc2)c2ccccc2)cc1 (centres undefined)
 : -6	4	-2	-1	0.0	5	/	1.1
CCOC(=O)C1(C)CCCN1C(=O)c1cccs1 (centres undefined)
 : 1	6	-1	0	0.1	13	-0.1	-1.7
CCOC(=O)CSc1nc(N)nc(C)c1Cl
 : 15	4	-46	3	0.0	/	/	-0.9
CC(O)(c1cccc(F)c1)c1nc(-c2ccc3c(c2)OCO3)cs1 (centres undefined)
 : -5	-6	1	5	-0.1	3	0.1	-5.0
